PI4K2A inh = qHTS for small molecular inhibitors of PI4K2A | purified PI4K2A, ADP-Glo luminescence, 1 h; hits give low values | activity change, negative = inhibition, % at 76.9 µM | 420,000 compounds, 0.13% hits | AID 1346378, 2018; in the data active means activity change below about -50%; inconclusive means mostly about -30% to -49%;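 further: -100% = wells without enzyme as full effect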
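PI4K2A activity was measured by ADP-Glo luminescence: enzyme (4 ug/mL stock) and phosphatidylinositol (1.2 mM stock) in Tris pH 7.5/MgCl2/EGTA/Triton X-100 buffer were reacted with ATP (300 microM stock) for one hour at ambient temperature.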
TrxR1 substrate = qHTS Assay for Substrates of Mammalian Selenoprotein Thioredoxin Reductase 1 (TrxR1): qHTS; Potency, µM (series often up to 114 µM), inactives show top-dose activity change, negative = substrate turnover; purified TrxR1 substrate turnover, NADPH consumption readout; Thioredoxin reductase 1, cytoplasmic (Rattus norvegicus), O89049; 390,000 compounds, 0.01% hits; AID 588456, 2011; further: potency means the concentration at half of the fitted maximal effect; on the % scale 0 is the no-effect control and ±100 the full control effect; nearly all actives have a fitted effect of over 50% in size
Target sequence (O89049 whole entry, looked up): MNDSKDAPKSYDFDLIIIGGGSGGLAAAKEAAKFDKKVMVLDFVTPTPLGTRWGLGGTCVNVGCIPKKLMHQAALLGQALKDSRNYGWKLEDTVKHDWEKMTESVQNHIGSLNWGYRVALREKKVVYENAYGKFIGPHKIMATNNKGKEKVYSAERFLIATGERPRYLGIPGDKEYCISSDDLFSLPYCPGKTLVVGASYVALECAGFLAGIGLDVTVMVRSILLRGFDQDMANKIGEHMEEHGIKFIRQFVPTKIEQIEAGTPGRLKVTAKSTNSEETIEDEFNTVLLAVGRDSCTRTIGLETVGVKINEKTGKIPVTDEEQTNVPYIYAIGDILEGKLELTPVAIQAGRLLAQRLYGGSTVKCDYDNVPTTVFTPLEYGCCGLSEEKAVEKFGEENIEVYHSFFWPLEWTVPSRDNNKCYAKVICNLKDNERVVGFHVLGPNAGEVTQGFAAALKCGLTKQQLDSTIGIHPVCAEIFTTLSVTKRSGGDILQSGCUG
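Rat TrxR1, dispensed at 90 nM, was prereduced with 400 uM NADPH (final) for 5 min at ~22 deg C, then incubated with compound 15 min before 400 uM selenite. A first-read NADPH fluorescence drop versus no-compound background flagged substrates.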
IDH1 R132H inh = qHTS for Inhibitors of mutant isocitrate dehydrogenase 1 (IDH1): qHTS; Isocitrate dehydrogenase [NADP] cytoplasmic (Homo sapiens), O75874; IDH1-R132H enzyme, NADPH consumption, diaphorase/resazurin fluorescence; Potency, µM (top dose mostly 76.6 µM), for the others: at the highest dose activity change, negative = inhibition, usual class: inhibitors; 390,000 compounds, 0.093% hits; AID 602179, 2012; further: potency means the concentration at half of the fitted maximal effect; on the % scale 0 is the no-effect control and ±100 the full control effect; nearly all actives have a fitted effect of over 65% in size
Target sequence (O75874 whole entry R132H, stated change not applied): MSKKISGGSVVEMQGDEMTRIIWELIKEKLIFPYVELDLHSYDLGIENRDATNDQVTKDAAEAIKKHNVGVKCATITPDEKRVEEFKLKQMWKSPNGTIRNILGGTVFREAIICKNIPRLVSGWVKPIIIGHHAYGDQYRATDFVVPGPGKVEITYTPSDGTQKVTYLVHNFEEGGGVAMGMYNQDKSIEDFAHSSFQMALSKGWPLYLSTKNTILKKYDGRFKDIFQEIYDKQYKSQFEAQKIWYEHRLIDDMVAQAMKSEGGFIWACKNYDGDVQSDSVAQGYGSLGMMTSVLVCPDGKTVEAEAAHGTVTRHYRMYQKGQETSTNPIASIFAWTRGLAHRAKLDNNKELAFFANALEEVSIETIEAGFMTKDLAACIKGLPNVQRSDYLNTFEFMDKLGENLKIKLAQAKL
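IDH1-R132H (0.5 ug/mL dispensed) in pH 7.5 Tris buffer was preincubated 30 min with compound, then given a substrate mix of 0.016 mM NADPH and 2 mM alpha-KG for 80 min at room temperature; remaining NADPH was read by diaphorase/resazurin fluorescence.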
RXFP1 agonist = qHTS Assay for Agonists of the Relaxin Receptor RXFP1; Potency, µM (titrated, usually from 57.5 µM), without a hit: at the top dose activation, actives largely listed as activators; 370,000 compounds, 0.3% hits; Relaxin receptor 1 (Homo sapiens), Q9HBX9; HEK293T-RXFP1 cAMP TR-FRET, 30 min; response scale: percent of porcine relaxin response, buffer zero; further: potency means the concentration at half of the fitted maximal effect; on the % scale 0 is the no-effect control and ±100 the full control effect; nearly all actives have a fitted effect of over 60% in size; many of its hits are not listed in these tables
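cAMP rise read by TR-FRET after 30 min, 37C compound exposure (up to 58 uM) in RXFP1-transfected HEK293 cells with Ro 20174 present. EC50 from Hill-equation fits, with 29 nM porcine relaxin as 100% and buffer as basal.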
GRP78 ERSR act = qHTS for Inducers of the Endoplasmic Reticulum Stress Response (ERSR) in Human Glioma: qHTS; 420,000 compounds, 0.02% hits; Potency, µM, inactives show top-dose activation, usual class: activators; AID 602332, 2012; U87-MG GRP78 promoter luciferase reporter, 16 h; further: potency means the concentration at half of the fitted maximal effect; series mostly up to about 76 µM; % of control where 0% means no effect; nearly all actives have a fitted effect of over 35% in size
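ERSR induction read as luciferase luminescence (Bright-Glo, 10 min at room temperature) in stably transfected human U87-MG glioma cells exposed to compounds for 16 h, using GRP78 as sensor.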
LDHA inh = qHTS assay for inhibitors of human lactate dehydrogenase; L-lactate dehydrogenase A chain (Homo sapiens), P00338; purified LDHA, NADH/diaphorase-resazurin fluorescence; hits give low values; activity change, % (values are at about 110 or 230 µM); 480,000 compounds, 0.15% hits; in the data active means activity change below about -30%; inconclusive means mostly about -25% to -30%;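 further: plate controls were DMSO wells for no effect and wells without enzyme for full effect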
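Remaining NADH was detected by diaphorase (0.133 mg/mL) converting 37 µM resazurin to fluorescent resorufin, read at 0 and 20 minutes. The preceding 5-minute room-temperature reaction used 2 nM LDHA, 0.2 mM sodium pyruvate and 0.06 mM NADH at pH 7.4.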
Vif-A3G inh = qHTS for Inhibitors of Vif-A3G Interactions: qHTS; HeLa A3G-eYFP + Vif (tagged APOBEC3G with the HIV-1 protein that degrades it), YFP fluorescence, overnight; Potency, µM (highest dose often 46.1 µM), without a hit: at the highest dose activity, negative = active, actives largely listed as inhibitors; 410,000 compounds, 0.076% hits; AID 602310, 2012;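 further: potency means the concentration at half of the fitted maximal effect; on the % scale 0 is the no-effect control and ±100 the full control effect; nearly all actives have a fitted effect of over 60% in size; hits raise eYFP signal because A3G escapes Vif-driven loss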
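HeLa cells stably expressing Vif and C-terminally eYFP-tagged A3G, seeded overnight at 37 deg C, then exposed to compound by pintool overnight at 37 deg C. Rise in yellow fluorescence (Ex 488/Em 500-530, Acumen) marks blocked Vif-driven A3G degradation.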
Vif-A3F inh = qHTS for Inhibitors of Vif-A3F Interactions: qHTS; HeLa A3F-eYFP + Vif (tagged APOBEC3F with the HIV-1 protein that degrades it), YFP fluorescence increase; Potency, µM (highest dose often 46.1 µM), without a hit: at the highest dose activity, negative = active; 390,000 compounds, 0.2% hits; AID 602313, 2012; further: potency means the concentration at half of the fitted maximal effect; % of control where 0% means no effect; nearly all actives have a fitted effect of over 65% in size
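HeLa cells stably expressing Vif plus C-terminally eYFP-tagged A3F were seeded, incubated overnight at 37 deg C, dosed with compound, incubated overnight again at 37 deg C. Yellow fluorescence (Ex 488/Em 500-530) reported blocked Vif-mediated A3F-eYFP degradation.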
USP1-UAF1 inh = Inhibitors of USP1/UAF1: Primary Screen; Ubiquitin carboxyl-terminal hydrolase 1 (Homo sapiens), O94782; AID 743255, 2014; recombinant USP1/UAF1, Ub-Rhodamine cleavage fluorescence; Potency, µM (highest dose often 57.1 µM), without a hit: at the highest dose activity change, negative = inhibition, most hits filed as inhibitors; 390,000 compounds, 0.23% hits; further: potency means the concentration at half of the fitted maximal effect; on the % scale 0 is the no-effect control and ±100 the full control effect; nearly all actives have a fitted effect of over 60% in size; inactives centre near -12
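1 nM enzyme complex + cpd, 15 min RT; start with Ub-Rho 150nM final; kinetic fluorescence ex 480/em 540, 6 reads q60 s. Buffer 50mM HEPES pH 7.8, 0.5mM EDTA, 0.1 mg/ml BSA, 1mM TCEP, 0.01% Tween-20.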
The depositor's hits bear a star; u = inconclusive; x = no result given; [ ] = dose if it differs, or a comment. Unless noted, the call rests on the fitted dose curve; in most records, active means well fitted curve in the direction sought with a large enough effect; inconclusive means small, poorly fitted or top-dose-only effect, or another doubt; inactive means no such curve, though single readings can be large; an effect the other way counts as inactive or inconclusive. Not all compounds are listed; the hit share may differ from the screen's.

SMILES	PI4K2A inh	TrxR1 substrate	IDH1 R132H inh	RXFP1 agonist	GRP78 ERSR act	LDHA inh	Vif-A3G inh	Vif-A3F inh	USP1-UAF1 inh
COc1cccc(CNc2nnnn2C)c1	-2.4	3.8%[57.1 µM]	2.7%	-0.8%	-3.2%	-6.8	4.4%	-7.6%	-4.8%
Cc1ccc(C)c(OCCC(=O)NNC(=O)c2ccccc2F)c1	-0.3	6.9%	0.4%	0.0%	-3.2%	-16.1	-2.1%	-8.3%	-16.5%
CCOc1cc(C(=O)NC(C)COC)cc(OCC)c1OCC (configuration not stated)	4.7	-7.4%	-3.1%	-0.2%	4.0%	-5.3	-0.1%	1.2%	-3.3%
CCOC(=O)C1(Cc2cccc(OC)c2)CCN(Cc2ccccc2OC)CC1	-2.4	1.7%[57.1 µM]	-1.4%	0.0%	-7.3%	-6.3	-0.6%	-0.5%	-0.1%
COc1ccc(OC)c(C2C(C(=O)c3ccc(C)o3)=C(O)C(=O)N2CCCN2CCOCC2)c1 (configuration not stated)	-3.6	-2.9%	3.7%	x	1.2%	4.0	3.8%	-2.6%	-5.3%
Cc1cccnc1Sc1c([N+](=O)[O-])ncn1C	1.3	5.8%[57.1 µM]	11.1%	0.5%	-3.4%	-3.6	-0.9%	-15.6%	-8.9%
COc1ccc(NC(=O)CSc2nnc(NC(=O)C3CCC3)s2)c(OC)c1	-3.0	-4.9%	0.0%	-2.9%	-3.2%	-1.6	1.9%	-22.5%	-27.2%
COc1ccc(NC(=O)C2CC2(Cl)Cl)cc1S(=O)(=O)N1CCCCC1 (configuration not stated)	-3.6	x	8.2%	x	-5.2%	0.4	3.4%	-2.9%	-16.8%
CC1CC(C)CN(CCCNC(=O)CCC(=O)N2CCOc3ccccc32)C1 (configuration not stated)	-1.0	2.4%[57.1 µM]	-6.2%	1.3%	1.3%	-3.5	-5.9%	3.2%	-1.0%
COc1ccccc1C(=O)COC(=O)c1c(-c2ccccc2)noc1C	-3.0	-0.5%[57.1 µM]	2.7%	-1.4%	-1.1%	4.6	-4.3%	-3.7%	-18.9%
C/C(=N\Nc1ccccn1)c1ccc(N2CCOCC2)cc1	0.2	-2.0%	6.5%	-0.3%	6.0%	4.3	-7.2%	-4.2%	-19.3%
CC(C)C[C@H](NC(=O)c1[nH]cnc1C(=O)N[C@@H](C)c1ccccc1)C(=O)OCc1ccccc1	-5.6	4.8%[57.1 µM]	-9.2%	-5.6%	-2.4%	2.6	-10.7%	-10.1%	-3.2%

Some entries already given with just IDH1 R132H inh and Vif-A3G inh:
| Structure | IDH1 R132H inh | Vif-A3G inh |
| --- | --- | --- |
| COc1ccc(OC)c(C2C(C(=O)c3ccc(C)o3)=C(O)C(=O)N2CCCN2CCOCC2)c1 (configuration not stated) | 3.7% | 3.8% |
| Cc1cccnc1Sc1c([N+](=O)[O-])ncn1C | 11.1% | -0.9% |

Next results
SMILES	PI4K2A inh	TrxR1 substrate	IDH1 R132H inh	RXFP1 agonist	GRP78 ERSR act	LDHA inh	Vif-A3G inh	Vif-A3F inh	USP1-UAF1 inh
CCN(c1ccc(OC)cc1)S(=O)(=O)c1ccc(-c2ccc(=O)[nH]n2)o1	-1.0	6.1%	9.6%	2.2%	-0.9%	0.0	-25.7%	0.4%	-15.1%
O=C(O)CCc1nn2c3ccccc3n(CC(=O)O)c2nc1=O	-2.5	12.7%	-2.5%	-0.8%	-4.5%	2.2	-2.1%	8.1%	-9.8%
CC1=C(C(=O)OCc2ccccc2)C(c2ccccc2Br)NC(=O)N1 (configuration not stated)	3.0	7.0%[57.1 µM]	-4.3%	0.4%	-4.9%	-7.9	-7.5%	-1.5%	-24.9%
COC(=O)c1ccccc1NC(=O)Cn1c(=O)n(-c2cccc(OC)c2)c(=O)c2c(C)c(C(=O)N(C)C)sc21	-3.3	7.2%[57.1 µM]	9.3%	3.1%	0.2%	7.7	1.5%	-5.8%	-3.4%
COC(=O)c1c(/N=C/NOCc2ccc(Cl)cc2)sc2c1CCN(c1ncc(C(F)(F)F)cc1Cl)C2	-3.8	2.3%	1.1%	8.0%	-5.6%	-2.0	-0.5%	-15.3%	-15.2%
Cc1ccc(Nc2nc(=O)c3cccnc3s2)c(Br)c1	-0.3	0.5%[57.1 µM]	-0.2%	6.0%	-7.6%	-1.1	-6.7%	0.2%	3.1%
COc1cccc(CN2CCN(C(=O)c3cccs3)CC2)c1OC	6.4	-9.3%	1.1%	4.6%	-4.4%	-5.7	0.4%	x	-1.9%
CC#CCCCC(=O)Nc1cc(OC)nc(OC)n1	2.3	-0.1%	4.1%	-0.2%	1.4%	-4.4	0.7%	-3.8%	-22.5%
O=C1CSC(=S)N1	-1.3	2.1%	-4.9%	1.1%	-1.0%	-2.5	-1.2%	-6.1%	-7.3%
O=C(NCc1ccco1)c1ccc(COc2ccccc2[N+](=O)[O-])o1	0.9	6.4%	5.2%	-1.2%	-1.2%	0.0	-1.2%	1.4%	-31.8%
O=C1OCCC1Sc1nnc(-c2ccc(F)cc2)n1Cc1ccccc1 (configuration not stated)	-0.7	-6.9%	10.5%	1.5%	6.3%	-7.8	-14.8%	-12.4%	-14.3%
COc1ccc(S(=O)(=O)N2CCC(C(=O)N3CCCC3)CC2)cc1Cl	6.1	-3.7%	18.5%	-2.5%	1.1%	-8.0	4.5%	0.0%	-5.6%
COc1cc(OC)nc(Oc2cc(/C=N/O)ccc2OC)n1	-0.2	-4.0%	-3.4%	-2.8%	-4.5%	-5.4	u	-10.7%	-15.4%
COc1ccc(-c2onc(C)c2C)cc1S(=O)(=O)NCCc1ccco1	-4.8	5.7%	-2.9%	1.3%	-3.4%	-1.5	-15.2%	-13.3%	-22.2%
OCCC1CN(Cc2cccnc2)CCN1CCc1ccccc1 (configuration not stated)	-0.1	-0.4%	0.0%	-1.2%	-3.4%	-16.2	3.9%	-4.8%	0.8%
CCC(=O)Nc1nc(C)c(-c2csc(Nc3cccc(C(=O)O)c3)n2)s1	-6.2	-7.7%[57.1 µM]	6.8%	15.0%	2.7%	0.9	0.3%	1.3%	-25.6%
COc1cc(/C=C(\C#N)C(=O)NCC2CCCO2)ccc1OC(=O)c1ccco1 (configuration not stated)	27.0	-8.5%	3.7%	-0.1%	-2.6%	-2.5	2.3%	2.3%	-16.5%
O=C(Cn1nc(C(=O)O)c2ccccc2c1=O)NCCC1=CCCCC1	2.5	-2.5%	1.6%	2.5%	-3.8%	1.6	-3.1%	-9.2%	-3.5%
COc1ccc(S(=O)(=O)N2CCOCC2)cc1NC(=O)COC(=O)C1CC2CCCC(C1)C2=O (configuration not stated)	0.9	-4.8%	-3.4%	-0.5%	-3.2%	-11.9	-0.6%	-5.7%	-17.4%
Cc1ccc(-n2c(SCC(=O)Nc3ccc4c(c3)OCCO4)nnc2-c2ccco2)cc1	-2.8	-7.5%	2.6%	2.9%	-1.4%	-4.7	2.1%	5.7%	-6.2%
CC(=O)Nc1sc(C)c(C)c1C(=O)OCC(=O)Nc1cccc(C)c1	0.6	11.1%	11.2%	x	7.2%	0.0	-1.9%	u	-21.5%
COc1ccc(NC(=O)CCSc2nnnn2C)cc1	-2.2	7.6%[57.1 µM]	4.0%	0.6%	-0.8%	-6.8	4.2%	7.3%	-18.7%
CCC1Nc2ncnc(N3CCOCC3)c2N(Cc2ccc(OC)cc2)C1=O (configuration not stated)	1.5	-0.5%	-6.3%	x	-4.4%	-4.8	-0.9%	-8.4%	-27.0%
CC(=O)OCC(=O)Nc1cc(S(=O)(=O)N2CCCCCC2)ccc1Cl	4.5	u	-9.9%	0.6%	-3.4%	-6.6	2.4%	9.3%	-26.1%
COc1ccc(-c2cc(-c3cc(OC)ccc3O)[nH]n2)cc1	-4.3	-3.5%	9.8%	-0.7%	14.7%	4.7	-24.6%	-15.1%	-14.8%
CCC(C(=O)Nc1ccccc1C(=O)OC)n1nc(C)c2c(C)n(-c3ccc(C)cc3)nc2c1=O (configuration not stated)	-1.5	7.9%	-10.3%	2.7%	-1.2%	1.8	7.0%	2.2%	6.4%
CC(=O)NC1(C(=O)O)CCCC1	1.3	4.1%	0.0%	0.0%	-2.8%	-2.7	-3.7%	17.2%	-17.4%
Cc1ccc(CNC(=O)C(=O)c2cn(CC(=O)N3CCOCC3)c3ccccc23)cc1	-0.3	-2.4%	-8.6%	-2.3%	6.4%	-4.8	-2.0%	-14.2%	-1.0%
CCCN(C(=O)CSCC(=O)Nc1cccc(C)c1)c1c(N)n(Cc2ccccc2)c(=O)[nH]c1=O	0.9	-7.2%	4.4%	0.1%	-1.6%	-1.4	-6.5%	-14.4%	-17.8%
